UGM FP inh: M. tuberculosis UGM enzyme inhibitors, primary screen, biochemical, fluorescence polarization, single point. UDP-galactopyranose mutase (Mycobacterium tuberculosis (strain ATCC 25618 / H37Rv)), …. purified UGM, fluorescence polarization probe displacement. inhibition, % at 10 µM. 320,000 tested, 0.06% active; in the data active = inhibition above about 10%, passing the limit was not always enough; inconclusive = no clear call, values can overlap the other calls
Target sequence (P9WIQ1 whole entry, looked up): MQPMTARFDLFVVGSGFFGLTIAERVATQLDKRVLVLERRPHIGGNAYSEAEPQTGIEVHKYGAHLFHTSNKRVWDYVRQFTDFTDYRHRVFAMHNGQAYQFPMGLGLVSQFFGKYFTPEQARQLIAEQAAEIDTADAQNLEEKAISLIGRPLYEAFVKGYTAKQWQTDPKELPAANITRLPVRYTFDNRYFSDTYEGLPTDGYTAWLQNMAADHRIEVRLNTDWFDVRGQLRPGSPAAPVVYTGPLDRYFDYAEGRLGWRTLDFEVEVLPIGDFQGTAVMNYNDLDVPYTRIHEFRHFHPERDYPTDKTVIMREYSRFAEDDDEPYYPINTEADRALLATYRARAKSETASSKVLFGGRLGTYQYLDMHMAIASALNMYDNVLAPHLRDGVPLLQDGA
FadD28 FP inh: inhibitors of FadD28 bisubstrate probe binding, primary screen, biochemical, fluorescence polarization, single point. inhibition, % at 12.5 µM. 360,000 tested, 0.22% active; in the data active = inhibition above about 8.5%, passing the limit was not always enough; inconclusive = no clear call, values can overlap the other calls
GDH-TPI counter: GDH-TPI coupling enzyme inhibitors, primary screen, artefact control for M. tuberculosis FBA inhibitor project, biochemical, absorbance, full deck. GDH-TPI coupled enzyme counterscreen, NADH absorbance. inhibition, % at 4.8 µM. 360,000 tested, 1.2% active. AID 588335, 2011; in the data active = inhibition above about 30%;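 note: 0% = DMSO wells and 100% = wells lacking the enzyme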
BoNT-A LC inh2: BoNT/A light chain protease inhibitors, primary screen, biochemical, flow cytometry, MLPCN library; AID 588499, 2011; 360,000 tested, 0.17% active; multiplex microsphere protease substrate cleavage; Botulinum neurotoxin type A light chain protease (Clostridium botulinum A str. ATCC 3502); inhibition, % at 10 µM; note: plate controls were buffer without enzyme for full effect and enzyme alone for no effect
PfHsp40 yeast: rescue of yeast from PfHsp40 toxicity, primary screen, S. cerevisiae, ATP luminescence | 340,000 tested, 0.68% active | AID 504582, 2011 | S. cerevisiae expressing PfHsp40, growth rescue | growth rescue, % at 12.5 µM; in the data active = growth rescue above about 28%, passing the limit was not always enough; inconclusive = no clear call, values can overlap the other calls;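 note: yeast W303a lacking pdr1 and pdr3 grown in galactose medium; growth measured after three days at 30 °C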
BoNT-F LC inh: BoNT/F light chain protease inhibitors, primary screen, biochemical, flow cytometry, MLPCN library | Botulinum neurotoxin type F light chain protease (Clostridium botulinum) | Multiplex microsphere protease cleavage assay | inhibition, % at 10 µM | 360,000 tested, 0.22% active; in the data active = inhibition above about 35%, passing the limit was not always enough; inconclusive = no clear call, values can overlap the other calls; note: plate controls were buffer without enzyme for full effect and enzyme alone for no effect
BioA inh: M. tuberculosis BioA enzyme inhibitors, primary screen, biochemical, plate reader, single point, HTS. 360,000 tested, 0.096% active. purified M. tuberculosis BioA enzyme. inhibition, % at 9.99 µM. AID 602481, 2012; in the data active = inhibition above about 40%; inconclusive = no clear call, values can overlap the other calls
Mtb FBA inh: Mtb FBA enzyme inhibitors, primary screen, biochemical, fluorescence, strain H37Rv | purified M. tuberculosis FBA, fluorescence read-out | Fructose-bisphosphate aldolase (Mycobacterium tuberculosis (strain ATCC 25618 / H37Rv)), … | inhibition, % at 1 µM | 360,000 tested, 2.3% active; in the data active = inhibition above about 27%;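 note: 0% = vehicle and 100% = reference inhibitor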
Target sequence (P9WQA3 whole entry, looked up): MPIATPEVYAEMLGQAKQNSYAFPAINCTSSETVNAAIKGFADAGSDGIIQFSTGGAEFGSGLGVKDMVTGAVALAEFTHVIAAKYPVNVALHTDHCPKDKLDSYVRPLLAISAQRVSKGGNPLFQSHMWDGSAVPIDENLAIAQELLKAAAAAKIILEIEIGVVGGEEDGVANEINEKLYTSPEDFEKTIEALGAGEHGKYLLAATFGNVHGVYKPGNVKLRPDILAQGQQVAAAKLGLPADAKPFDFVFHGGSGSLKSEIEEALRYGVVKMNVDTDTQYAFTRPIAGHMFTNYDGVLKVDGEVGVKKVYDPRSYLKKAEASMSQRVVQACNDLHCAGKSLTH
Anthrax LF inh2: Bacillus anthracis LF protease inhibitors, primary screen, biochemical, multiplex microsphere, MLPCN library | multiplex microsphere protease cleavage assay | inhibition, % at 10 µM | 360,000 tested, 0.12% active | AID 588501, 2011; note: plate controls were buffer without enzyme for full effect and enzyme alone for no effect
* = called active by the depositor; ? = inconclusive; . = no result given. Cut-off read from the data, not from the text of the source, unless noted: active = inhibition above about 30%; inconclusive = no clear call, values can overlap the other calls; inactive = below that.

no.	mol	UGM FP inh	FadD28 FP inh	GDH-TPI counter	BoNT-A LC inh2	PfHsp40 yeast	BoNT-F LC inh	BioA inh	Mtb FBA inh	Anthrax LF inh2
1	CCOC(=O)c1sc(NC(=O)CCN2CCCCCC2)c(C(=O)OCC)c1C	3.1	-4.9	-1	-0.8	0.4	0	-0.4	-1	-1
2	COc1ccc(CCNc2nc(-c3ccc(O)cc3)cs2)cc1OC	4.6	0.0	8	?	0.0	?	-0.4	-3	-13
3	O=C(NNC(=O)c1ccc(-n2cncn2)c([N+](=O)[O-])c1)c1ccc(Cl)cc1	0.2	-0.5	21	-0.6	-1.8	-5	0.6	3	-2
4	CC(C)Oc1ccc(OCCNC2CCCC2)cc1	0.2	-3.9	-7	1.7	1.1	1	-1.2	-1	0
5	Cc1ccc(OCCOC(=O)Cn2nc(C)c([N+](=O)[O-])c2C)cc1	-0.7	-0.2	6	-1.5	-2.3	-4	1.1	-1	-9
6	O=C(Cn1nc(C(=O)O)c2ccccc2c1=O)Nc1cccc(S(=O)(=O)N2CCCC2)c1	.	-3.1	6	.	1.1	.	-1.4	2	.
7	CCS(=O)(=O)c1ccc2oc(SCC(=O)Nc3ccc(OC)cc3)nc2c1	1.1	-2.4	1	-0.3	0.6	4	.	6	2
8	O=C(Nc1ccc(N2CCOCC2)cc1N1CCOCC1)c1cccc([N+](=O)[O-])c1	-0.7	0.9	2	-3.4	0.6	?	4.0	0	-1
9	Cc1ccc(S(=O)(=O)NCc2ccc(C(=O)NCCCN3CCC(Cc4ccccc4)CC3)cc2)cc1	0.9	-4.6	-7	-0.5	-1.1	0	.	-4	-1
10	O=C(Nc1ccc2c(c1)C(=O)NC2=O)c1cccc(C(F)(F)F)c1	3.5	-2.9	-4	-1.2	-0.4	-2	1.5	24	0
11	Cc1ccc(S(=O)(=O)N2CCOCC2)cc1C(=O)OCC(=O)N1CCc2ccccc2C1	.	0.8	6	-0.9	0.3	3	.	-1	0
12	COc1cc(C(=O)NCC2CCCO2)ccc1OCc1ccccc1Cl (stereo unspecified)	-0.7	-2.4	5	-4.2	0.4	-13	0.6	0	-1
13	CC1CCN(S(=O)(=O)c2ccc3c(c2)N(C)C(=O)CC(=O)N3C)CC1	-2.3	-1.1	1	0.8	0.4	0	-0.3	0	-4
14	CC(C)(C)c1ccc(SCCc2cccnc2)cc1	1.4	-5.0	-13	?	0.8	?	.	-3	7
15	COc1ccc(/C=N/NC(=S)N[C@H]2CC3CCC2C3)cc1 (stereo partly specified)	-0.6	-0.4	2	.	-1.9	.	4.5	4	.
16	CCn1c(SCC(=O)N/N=C/C(C)=C\c2ccco2)nnc1-c1ccccc1	2.9	0.2	26	0.3	2.4	-1	-0.6	-3	1
17	CC(Sc1ccc(Cl)cc1)C(=O)NCc1ccc2c(c1)OCO2 (stereo unspecified)	0.3	0.4	-3	-0.1	-0.1	1	-1.9	6	-11
18	FC(F)(F)c1ccc2c(c1)N1CCCC1CN2 (stereo unspecified)	0.9	-0.3	0	1.8	-1.0	-29	-2.4	4	-12
19	CCCSCCCNC(=O)Cn1c(=O)c2cccn2c2ccccc21	-0.1	-2.4	-1	-0.8	2.6	-11	-1.4	0	4
20	COCc1cc(C)nc(SCC(=O)Nc2cccc3cccnc23)c1C#N	-1.2	-2.3	0	-0.7	0.4	-3	-0.4	-2	2
21	COc1ccc(C(=S)N2CCOCC2)cc1OC(=O)c1ccc([N+](=O)[O-])cc1	-0.2	-0.1	0	-8.0	0.3	-28	.	0	9
22	O=C(NN1S(=O)(=O)c2ccccc2S1(=O)=O)c1ccc(Br)cc1	0.9	-0.2	3	1.3	-0.5	-7	.	3	-1
23	c1ccc2c(c1)OCCOCCOc1ccccc1OCCOCCO2	0.4	0.7	9	-0.2	2.0	-10	.	1	-1
24	BrC(=C\c1ccccc1)/C=N/Nc1ccc2nncn2n1	-0.3	-1.3	32*	-2.5	-0.2	?	1.3	-1	10

Eight successive compounds already listed:
no.	mol	UGM FP inh	FadD28 FP inh	GDH-TPI counter	BoNT-A LC inh2	PfHsp40 yeast	BoNT-F LC inh	BioA inh	Mtb FBA inh	Anthrax LF inh2
17	CC(Sc1ccc(Cl)cc1)C(=O)NCc1ccc2c(c1)OCO2 (stereo unspecified)	0.3	0.4	-3	-0.1	-0.1	1	-1.9	6	-11
18	FC(F)(F)c1ccc2c(c1)N1CCCC1CN2 (stereo unspecified)	0.9	-0.3	0	1.8	-1.0	-29	-2.4	4	-12
19	CCCSCCCNC(=O)Cn1c(=O)c2cccn2c2ccccc21	-0.1	-2.4	-1	-0.8	2.6	-11	-1.4	0	4
20	COCc1cc(C)nc(SCC(=O)Nc2cccc3cccnc23)c1C#N	-1.2	-2.3	0	-0.7	0.4	-3	-0.4	-2	2
21	COc1ccc(C(=S)N2CCOCC2)cc1OC(=O)c1ccc([N+](=O)[O-])cc1	-0.2	-0.1	0	-8.0	0.3	-28	.	0	9
22	O=C(NN1S(=O)(=O)c2ccccc2S1(=O)=O)c1ccc(Br)cc1	0.9	-0.2	3	1.3	-0.5	-7	.	3	-1
23	c1ccc2c(c1)OCCOCCOc1ccccc1OCCOCCO2	0.4	0.7	9	-0.2	2.0	-10	.	1	-1
24	BrC(=C\c1ccccc1)/C=N/Nc1ccc2nncn2n1	-0.3	-1.3	32*	-2.5	-0.2	?	1.3	-1	10

(listing goes on)
no.	mol	UGM FP inh	FadD28 FP inh	GDH-TPI counter	BoNT-A LC inh2	PfHsp40 yeast	BoNT-F LC inh	BioA inh	Mtb FBA inh	Anthrax LF inh2
25	CN1C[C@H](C(=O)NC2(C)OC3(O)[C@@H]4CCCN4C(=O)[C@H](Cc4ccccc4)N3C2=O)CC2c3cccc4[nH]cc(c34)C[C@H]21 (stereo partly specified)	-1.0	-0.9	-3	-0.2	0.5	-16	-1.0	-2	-15
26	Fc1ccc(Cn2nnc(-c3ccc(CN4CCOCC4)cc3)n2)cc1	-1.7	-0.6	14	0.9	0.1	4	.	0	-5
27	COc1cc(NC(=O)CSc2nc(C)cc(C)n2)cc(OC)c1OC	-3.6	0.6	5	0.3	0.3	-4	5.4	-1	1
28	O=C1C=C(NC2CCCCC2)CCC1	1.3	0.6	-1	0.4	-1.1	13	0.2	3	3
29	O=C(NCc1ccccc1)c1ccccc1-c1nc2ccccc2[nH]1	-0.9	-3.8	-2	-0.5	5.8	0	2.5	0	1
30	CC1CCc2ccc(F)cc2N1S(=O)(=O)c1cccs1 (stereo unspecified)	-1.0	-1.0	0	-0.4	0.4	-10	1.2	2	-11
31	CCN1CCN(CCn2c(=S)[nH]c3ccccc3c2=O)CC1	-0.6	0.7	10	-0.6	-1.7	-17	-0.7	0	1
32	C[C@H](NC(=O)c1nc[nH]c1C(=O)N[C@@H](CCCCNC(=O)OC(C)(C)C)C(=O)OC(C)(C)C)c1ccccc1	-0.4	-2.8	-2	0.3	3.5	-1	-0.4	-2	-3
33	O=C(Nc1ccc2snnc2c1)N1CCN(c2ccccc2)CC1	-0.8	-1.5	17	-0.5	-1.0	-6	75*	0	11
34	COc1ccc(NC(=O)COc2ccc(CNCCCN3CCOCC3)cc2OC)cc1	1.9	-0.1	8	1.3	-0.7	4	-2.3	-1	3
35	COCCCNC(=O)CCc1nnc2ccc(N3CCC(C)CC3)nn12	-0.3	0.9	7	1.1	-1.6	-37	-2.4	1	-7
36	NNC(=O)c1ccc(Cn2cc(Cl)cn2)cc1	-1.2	-5.5	10	1.0	-1.0	-1	.	-1	-1
37	S=c1[nH]nc(COc2ccc(Cl)cc2)n1C1CCCCC1	4.0	-2.3	0	-0.4	1.6	-4	-1.1	-1	-6
38	COc1ccc(C2=CC(=O)C[C@H](c3ccc(Cl)cc3)C2)cn1	0.7	-3.7	19	0.4	2.5	-6	1.6	1	-1
39	CC1CCC/C(=C\Nc2ccc(O)cc2)C1=O (stereo unspecified)	-1.3	3.5	4	-0.8	-0.5	-8	-0.9	5	-14
40	O=C(COC(=O)c1cnc(Cl)c(Cl)c1)NCCC1=CCCCC1	-0.4	-4.1	-3	-0.5	30*	-2	.	-2	-1
41	Cc1sc2nc(COC(=O)c3ccc(Cl)c(N)c3)[nH]c(=O)c2c1C	-1.6	-1.2	1	-0.1	-1.5	-1	-2.5	3	4
42	COc1ccc(CC(=O)NC2CCN(Cc3nnnn3C(C)(C)C)CC2)cc1OC	-1.6	-4.8	-10	?	-0.1	-6	-1.1	-2	-3
43	C[N+](C)(C)CCCCCCCCCC[N+](C)(C)C	-1.5	-1.5	12	-1.4	-1.3	-11	0.9	2	-16
44	COCCNS(=O)(=O)c1ccc2c(c1)Cc1cc(S(=O)(=O)NCCOC)ccc1-2	1.7	0.3	13	-2.0	0.8	-13	0.1	1	-7
45	CC(C)C(=O)Nc1nnc(CCc2nnc(NC(=O)C(C)C)s2)s1	-4.8	-1.4	5	0.1	1.7	-10	-0.9	6	1
46	CCOc1ccc2nc(N(CCN(CC)CC)C(=O)c3cccc([N+](=O)[O-])c3)sc2c1	3.2	0.3	-12	-0.4	0.1	-1	-0.3	2	-1
47	Cc1ccc(NC(=O)CSc2nc(=O)n(CCCN3CCOCC3)c3c2CCCC3)cc1	1.2	0.2	5	-0.4	-1.8	-3	11	2	0
48	COc1cc(CNn2cn[nH]c2=S)ccc1OCC(=O)NC(C)(C)C	-2.4	2.9	-5	-5.4	-1.1	5	-3.5	5	-14
49	CN(C)S(=O)(=O)Oc1ccc(Cl)cc1C(=O)Nc1ccc(F)cc1F	-3.9	-3.9	-5	-0.6	0.3	-6	.	4	1
50	CN1CCN(c2ccc(CNC(=O)c3cc4ccccc4o3)cc2)CC1	0.7	-0.4	21	-2.6	0.3	?	.	1	11
51	Cc1ccc(N2C(=O)N3[C@H](c4ccc(F)cc4)[C@@H]4C(=O)N(C5CCCCC5)C(=O)[C@@H]4[C@]3(C)C2=O)cc1	2.0	-0.6	8	0.0	-0.4	8	-0.4	4	6

The order is random; any-hit rate near 4.7%.
